Epigenetic mod = qHTS Assay for Epigenetic Modulators | mouse C127i GFP locus derepression, cytometry, 30 h | Potency, µM (highest dose often 46.1 µM), for inactives: at the highest dose GFP derepression (activation) | 0.09% of 68,000 active | AID 597, 2007; note: % of control where 0% means no effect
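Derepression screen: silenced CMV-GFP reporter in murine C127i cells, 30 h compound incubation at 37 C, washed cells imaged by laser-scanning cytometer to enumerate GFP-expressing objects of 20 to 120 um.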
4MU fluor = qHTS Assay for Spectroscopic Profiling in 4-MU Spectral Region; 11% of 59,000 active; compound autofluorescence, 340/450 nm, 4-MU equivalents; stronger effect = higher value; AID 589, 2007; max dye-equivalent concentration, M; in the data active = max dye-equivalent concentration above about 10 nM; inconclusive = mostly about 1.1 nM to 9.6 nM
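Compounds in 100 mM Tris, pH 8.0, incubated 15 min at room temperature, then fluorescence read at 340 nm excitation/450 nm emission. Signal converted to 4-MU dye-equivalent concentration using an on-plate six-point 4-MU standard curve.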
HEK293 cAMP cs = qHTS Assay for Agonists of the Thyroid Stimulating Hormone Receptor: Activators of Intracellular cAMP Concentrations in Parental HEK 293 | parental HEK293 CNG cAMP sensor, membrane potential fluorescence | Potency, µM (doses to about 57.1 µM), for the others: at the top dose activation, usual class: activators | 2.5% of 73,000 active; note: potency is the fitted concentration of half-maximal effect; % of control where 0% means no effect; nearly all actives have a fitted effect of over 55% in size
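Parental HEK 293 cells stably expressing a modified CNG channel (no TSHR) report cAMP rise as membrane depolarization. Membrane potential dye with 100 uM RO 20-1724 was loaded for 60 min at room temperature, then compound added for 30 min; fluorescence read at 590 nm.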
Fluorescein autfl = qHTS Assay for Spectroscopic Profiling in Fluorescein Spectral Region | Compound autofluorescence, 480/540 nm, fluorescein-equivalent; stronger effect = higher value | max fluorescein-equivalent concentration, M | 0.91% of 59,000 active | AID 593, 2007; in the data active = max fluorescein-equivalent concentration above about 10 nM; inconclusive = between about 1.1 nM and that limit
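Each compound is tested across a concentration series in 100 mM Tris buffer at pH 8.0. After 15 min at room temperature, plates are imaged with 480 nm excitation and 540 nm emission filters, and intensities are converted to fluorescein-equivalent values.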
Casp7 inh = qHTS Assay for Allosteric/Competitive Inhibitors of Caspase-7; P55210; recombinant caspase-7, Ac-DEVD-AFC fluorescence rate; Potency, µM (series often up to 57.5 µM), for the others: top-dose activity change, negative = inhibition, most hits filed as inhibitors; 0.02% of 75,000 active; active = well fitted inhibition curve with a large enough effect in the main read-out, with a control signal flat, not every such curve was filed as active; inconclusive = small, poorly fitted or top-dose-only effect, or a change in a side signal; note: potency is the fitted concentration of half-maximal effect; % of control where 0% means no effect
Casp1 inh = qHTS Assay for Allosteric/Competitive Inhibitors of Caspase-1. Caspase-1 enzyme, Ac-WEHD-AFC fluorogenic rate. Potency, µM (highest dose often 57.5 µM), for the others: top-dose activity change, negative = inhibition, usual class: inhibitors. 0.03% of 75,000 active. AID 900, 2007;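 note: potency is the fitted concentration of half-maximal effect; plate controls were vehicle for no effect and no substrate for full effect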
Target sequence (P29466 120-297 limits assumed): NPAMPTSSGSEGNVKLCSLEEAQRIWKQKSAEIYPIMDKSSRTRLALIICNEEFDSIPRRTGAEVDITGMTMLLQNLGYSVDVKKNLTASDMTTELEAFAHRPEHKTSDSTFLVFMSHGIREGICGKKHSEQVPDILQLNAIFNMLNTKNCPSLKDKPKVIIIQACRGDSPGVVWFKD
Target sequence (P29466 317-404 limits assumed): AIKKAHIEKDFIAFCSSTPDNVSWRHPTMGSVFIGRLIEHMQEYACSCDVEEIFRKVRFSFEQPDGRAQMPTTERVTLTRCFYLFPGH
Ub-GFP proteasome = Ubiquitin-GFP Assay. Potency, µM (top dose mostly 45.9 µM), without a hit: top-dose activation (GFP accumulation), actives largely listed as activators. 67,000 tested, under 10 active. Ubiquitin-GFP reporter cells, proteasome inhibition, GFP fluorescence; response scale: untreated = 0%, 10 µM MG-132 = 100%; active = well fitted activation curve with a large enough effect, not every such curve was filed as active; inconclusive = small, poorly fitted or top-dose-only effect, or another doubt; inactive = no such curve, though single readings can be large or run the other way; note: potency is the fitted concentration of half-maximal effect
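U2OS cells expressing ubiquitin(G76V)-GFP, seeded overnight in 0.5% FBS medium, then treated 4 hr at 37 C across 46 uM to 2.9 nM. GFP-positive cells counted by laser cytometry (488 ex/515 em); %activity scaled between basal and 10 uM MG-132.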
BRCT PPI green = qHTS Assay for Inhibitors of BRCT-Phosphoprotein Interaction (Green Fluorophore). Breast cancer type 1 susceptibility protein (Homo sapiens), P38398. BRCA1 BRCT-phosphopeptide binding, green fluorescence polarization. Potency, µM (series often up to 76.9 µM), inactives show at the highest dose activity change, negative = inhibition, hits mostly inhibitors. 0.05% of 75,000 active. AID 875, 2007;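 note: potency is the fitted concentration of half-maximal effect; plate controls were peptide without protein for full effect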
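Compounds were incubated for 12 min at room temperature with a complex of 100 nM fluorescein-tagged pBACH1 decapeptide and 250 nM His-tagged BRCT protein. Buffer was phosphate pH 7.3 with EDTA, DTT and Tween 20. Disruption of binding lowers the polarization signal.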
A350 fluor = qHTS Assay for Spectroscopic Profiling in A350 Spectral Region | Compound autofluorescence, 340/450 nm, Alexa 350 dye-equivalents; stronger effect = higher value | 11% of 59,000 active | max dye-equivalent concentration, M; in the data active = max dye-equivalent concentration above about 10 nM; inconclusive = mostly about 1.1 nM to 9.6 nM
USP2a inhib = qHTS Assay for Inhibitors of Ubiquitin-specific Protease USP2a. AID 927, 2007. Potency, µM (series often up to 38.3 µM), for the others: at the highest dose activity change, negative = inhibition, usual class: inhibitors. USP2a enzymatic assay, qHTS inhibition. 0.1% of 60,000 active;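 note: potency is the fitted concentration of half-maximal effect; nearly all actives have a fitted effect of over 60% in size; plate controls were DMSO for no effect and NEM full inhibition control for full effect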
Target sequence (O75604 whole entry, looked up): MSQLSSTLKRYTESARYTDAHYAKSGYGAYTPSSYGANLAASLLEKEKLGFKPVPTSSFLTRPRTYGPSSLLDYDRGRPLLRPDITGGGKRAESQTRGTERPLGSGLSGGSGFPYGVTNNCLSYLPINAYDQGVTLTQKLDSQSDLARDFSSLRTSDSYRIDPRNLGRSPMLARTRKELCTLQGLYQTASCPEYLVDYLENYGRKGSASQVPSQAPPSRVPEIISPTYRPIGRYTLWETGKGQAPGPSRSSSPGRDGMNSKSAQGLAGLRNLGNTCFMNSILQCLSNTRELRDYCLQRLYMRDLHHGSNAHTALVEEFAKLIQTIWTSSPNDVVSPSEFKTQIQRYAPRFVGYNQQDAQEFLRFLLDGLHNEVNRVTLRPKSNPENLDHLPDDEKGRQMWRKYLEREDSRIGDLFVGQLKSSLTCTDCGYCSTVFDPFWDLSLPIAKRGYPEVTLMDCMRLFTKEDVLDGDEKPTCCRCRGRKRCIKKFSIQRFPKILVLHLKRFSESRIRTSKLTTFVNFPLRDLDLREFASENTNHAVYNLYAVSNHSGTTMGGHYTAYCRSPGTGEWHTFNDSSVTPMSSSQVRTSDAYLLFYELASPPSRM
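20 nM USP2 core + cpd, 30 min RT; add 20 nM Ub-PLA2/20 uM NBD C6-HPC; read Ex460/Em535 at 0 h and 2.5 h. Normalized to NEM; qHTS curve fit/classification.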
BRCT PPI red = qHTS Assay for Inhibitors of BRCT-Phosphoprotein Interaction (Red Fluorophore). Potency, µM (titrated, usually from 76.9 µM), inactives show at the top dose activity change, negative = inhibition, usual class: inhibitors. BRCT-phosphopeptide binding, red fluorescence polarization. Breast cancer type 1 susceptibility protein (Homo sapiens), P38398. 0.03% of 75,000 active; note: % is set by controls: 0 for no effect and ±100 for the full control effect
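Rhodamine-labelled pBACH1 10-mer (100 nM) bound to BRCT domain (100 nM) at pH 7.3; compounds incubated 12 min room temperature, polarization read. Free peptide defines full inhibition; unlabelled decapeptide titrated as control.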
* hit, by the source's call; i = inactive; ? = inconclusive; · = not tested or not shown; [ ] = dose if it differs, or a comment. Unless noted, calls come from the whole dose curve; as a rule, active = well fitted curve in the direction sought with a large enough effect; inconclusive = small, poorly fitted or top-dose-only effect, or another doubt; inactive = no such curve, though single readings can be large; an effect the other way counts as inactive or inconclusive.

SMILES	Epigenetic mod	4MU fluor	HEK293 cAMP cs	Fluorescein autfl	Casp7 inh	Casp1 inh	Ub-GFP proteasome	BRCT PPI green	A350 fluor	USP2a inhib	BRCT PPI red
O=C(Nc1ccc(N2CCCC2)cc1)c1ccc(Br)o1	-1.6%	·	-10.7%[11.4 µM]	·	-2.8%	-2.6%	-9.4%[9.17 µM]	-1.0%	·	-11.3%[7.66 µM]	0.4%
COc1cc(S(=O)(=O)N2CCN(C)CC2)ccc1Cl	1.0%	i	91.0%	?	-6.6%	1.4%	-0.9%	0.5%	i	3.9%	-1.0%
COC(=O)Nc1c(C)nn(Cc2ccccc2C)c1C	0.0%	i	2.8%	i	-1.8%	2.6%	-6.5%	-0.2%	i	-3.8%	0.8%
Cc1ccccc1CN(c1ccc(C(=O)N2CCCC2)cc1)S(C)(=O)=O	-2.1%	i	14.5%	i	0.5%	-1.4%	8.8%	-0.7%	i	9.9%	-1.0%
N#Cc1c(NC(=O)Cn2cnc3ccccc3c2=O)oc(-c2ccccc2)c1-c1ccccc1	4.8%	i	27.8%	i	-2.7%	-3.2%	-2.7%	-2.0%	i	42.6%[activator]	0.5%
CCCSc1nc2c(cnn2-c2ccc(F)cc2)c(=O)[nH]1	·	·	-4.6%	·	0.5%	-1.7%	8.9%	0.2%	·	·	0.2%
CCC(C)c1ccc(NC(=O)CC(C)=O)cc1 (stereo not drawn)	-4.3%	i	-53.9%[inhibitor]	?	0.5%	2.2%	-1.7%	-1.1%	i	17.2%	-0.4%
CSc1ccccc1C(=O)NC1CC2CCC1C2 (stereo not drawn)	0.0%	i	-2.5%	i	-1.3%	0.1%	-4.4%	0.9%	i	0.6%	0.7%
Cc1ccccc1-c1nc(CS(=O)CC(=O)NCc2ccccc2)c(C)o1 (stereo not drawn)	·	·	?	·	-2.9%	-3.1%	11.9%	1.4%	·	·	-0.7%
CC(=O)n1cc(C2C(=O)CC(C)(C)CC2=O)c2ccccc21	5.0%	·	5.4%	·	0.7%	-0.5%	-3.7%	-0.2%	·	2.7%	1.3%
COc1ccccc1NC(=O)c1cc2ccccc2o/c1=N\O	18.8%	?	19.5%	?	-0.1%	-0.9%	-4.3%	-1.2%	?	-12.1%	-0.9%
O=C(c1cc2ccccc2c(=O)o1)N1CCCc2ccccc21	-2.4%	i	2.2%	i	-0.1%	3.5%	-11.4%	-0.8%	i	3.4%	0.1%
CCC1OC(=O)C(C)[C@@H](O[C@H]2C[C@@](C)(OC)C(O)C(C)O2)C(C)[C@@H](O[C@@H]2OC(C)CC(N(C)C)C2O)[C@@](C)(O)CC(C)C(=O)[C@@H](C)C(O)[C@]1(C)O (stereo partly drawn)	·	·	·	·	2.2%	0.4%	·	-1.6%[3.08 µM]	·	6.5%	1.2%
CCOC(=O)c1[nH]c(C)c(C(=O)NC2CCN(C(=O)OCC)CC2)c1C	4.2%	i	12.9%	i	0.4%	0.9%	-13.7%	-0.9%	i	8.7%	0.2%
Cn1c(=O)c2c(nc(CN3CCN(Cc4ccccc4)CC3)n2Cc2ccc(F)cc2)n(C)c1=O	·	·	?	·	0.8%	-0.5%	-5.5%	-2.9%	·	·	-1.9%
Cc1ccc(C2CC(C(F)(F)F)n3nc(C(=O)NCC4CCCO4)cc3N2)cc1 (stereo not drawn)	-1.2%	i	?	?	-0.4%	-1.7%	3.1%	-0.1%	i	10.0%	2.0%
COc1ccccc1N1C(=O)CC(Nc2ccc(N3CCOCC3)cc2)C1=O (stereo not drawn)	0.0%	i	-1.2%	?	-1.1%	-2.4%	0.6%	-2.7%	i	9.5%	0.5%
CCCCCCn1c(N2CCN(c3ccccc3)CC2)nc2c1c(=O)[nH]c(=O)n2C	0.3%	i	4.2%	?	-0.5%	1.3%	4.5%	0.3%	i	-5.1%	0.6%
O=C(Cn1ncc2c(=O)oc3ccccc3c21)NCCCN1CCCC1=O	·	·	2.3%	·	0.9%	0.3%	-3.3%	-1.0%	·	·	0.5%
O=C(NCCN1CCOCC1)C1CCN(c2nc3ccccc3o2)CC1	4.3%	?	2.1%	i	0.9%	-11.9%	1.7%	-1.5%	?	-4.7%	0.1%
CCN(CC)CCNC(=O)C1c2cc(OC)c(OC)cc2C(=O)N2CCc3ccccc3C12 (stereo not drawn)	0.0%	i	18.6%	i	0.1%	-0.3%	-3.2%	1.6%	i	5.1%	0.1%
Cc1cc(C(=O)N2CCN(C/C=C/c3ccccc3)CC2)cs1	3.2%	i	24.3%	i	0.1%	-0.1%	3.8%	-1.7%	i	16.3%	-0.5%
O=C(Nc1ccc2c(c1)OCCO2)c1ccc2nccnc2c1	-0.2%	i	-15.5%	?	-0.8%	2.0%	0.0%	-1.4%	i	0.3%	0.1%
CC1(C)CC(NC(=O)C23CCC(C)(C(=O)C2)C3(C)C)CC(C)(C)N1 (stereo not drawn)	2.2%	·	3.0%	·	-1.6%	1.6%	2.7%	-0.5%	·	-8.0%	-0.4%
COc1ccc(S(=O)(=O)N(C)c2ccc(C(=O)N3CCC(C(N)=O)CC3)cc2)cc1	0.0%	i	5.5%	i	0.9%	1.1%	-3.1%	-2.2%	i	-9.4%	-0.9%
COc1ccccc1NC(=O)CSC1CC(=O)N(c2ccc3c(c2)OCO3)C1=O (stereo not drawn)	0.5%	i	-4.0%	i	-0.1%	-3.4%	3.0%	-1.7%	i	12.5%	0.1%
CC(Oc1ccc(Cl)cc1Cl)C(=O)NCCCN(C)C (stereo not drawn)	0.0%	·	6.9%	·	-3.5%	3.4%	0.0%	-0.4%	·	·	-0.2%
O=C(c1ccc(N2CCNCC2)cc1)c1cccnc1	0.0%	i	2.3%	?	0.2%	-0.3%	-5.0%	2.5%	i	3.3%	1.4%
CS(C)(=O)=O	·	·	·	·	-1.0%	3.4%	·	-3.1%[3.08 µM]	·	-13.2%	2.1%
CN1C=CC=C/C1=C(\C#N)c1nc2ccccc2[nH]1	0.0%	i	-10.4%	i	-2.6%	-3.9%	1.0%	-0.3%	i	-5.0%	0.3%
N#Cc1ccc(CN2CC[C@@]3(CCCN(C(=O)c4cccc(F)c4)C3)C2)cc1	2.3%[9.22 µM]	i	11.6%	i	-0.6%	-0.5%	2.2%	6.2%	i	40.8%[activator]	-2.7%
NC(=O)c1nnn(Cc2cc(Cl)c(C(=O)c3ccc(Cl)cc3)c(Cl)c2)c1N	-2.3%[9.22 µM]	i	9.1%[11.4 µM]	i	0.5%[11.5 µM]	0.5%[11.5 µM]	-0.3%[9.17 µM]	-0.5%[15.4 µM]	i	·	1.1%[15.4 µM]
CCOC(=O)C1=C(C)NC(SCC(N)=O)=C(C#N)C1c1ccncc1 (stereo not drawn)	-0.5%	7.39e-08M*	10.2%	i	-2.0%	0.6%	-1.7%	0.3%	8.79e-08M*	4.6%	0.0%
Cc1ccc2c(c1)c1c3n2CC(=C2C(=O)OC(C)(C)OC2=O)NC3CCC1 (stereo not drawn)	0.4%	?	4.6%	?	-24.3%	?	-0.2%	-1.6%	?	28.7%	-2.0%
O=C(c1cccs1)N1CCN(S(=O)(=O)Cc2ccccc2)CC1	0.0%	i	-1.5%	i	0.3%	0.9%	2.7%	-2.6%	i	0.9%	0.7%
CCOC(=O)CC1=C(C(=O)OCC)C(c2ccncc2)C(C#N)=C(N)O1 (stereo not drawn)	·	·	26.6%	·	-0.6%	-0.7%	·	-0.7%	·	·	-0.9%
Cc1ccc(S(=O)(=O)NC(=O)c2cc(C)n(CCCN3CCOCC3)c2C)cc1	-2.5%	?	-1.7%	i	3.8%	-3.1%	3.4%	-1.1%	?	-2.3%	-1.2%
CCCCS(=O)(=O)C(=C1Nc2ccccc2N1)S(=O)(=O)CCCC	-0.9%	i	4.3%	i	-0.5%	3.2%	29.0%	-0.8%	i	1.6%	0.1%
O=C(Cn1nnc2ccccc2c1=O)Nc1cc(C(F)(F)F)ccc1N1CCOCC1	-1.1%	i	17.2%	?	-1.4%	-1.1%	2.6%	-1.6%	i	24.0%	0.3%
O=C(CN1CCOCC1)Nc1ccc(Oc2ccc(NC(=O)CN3CCOCC3)cc2)cc1	-0.5%	i	14.9%	i	-4.1%	-6.0%	-2.0%	2.0%	i	15.6%	-1.1%
CC(C)(CO)N1CCN(C(=S)Nc2ccccc2)CC1	0.0%[9.22 µM]	?	8.6%[11.4 µM]	i	2.1%[11.5 µM]	-0.6%[11.5 µM]	-0.6%[9.17 µM]	-3.1%[15.4 µM]	?	·	0.0%[15.4 µM]

Bioassay records (PubChem)

An excerpt; the hit share may differ from the screen's.
